FBPA coupling cs = inhibits coupling enzyme system, counter-screen for aldolase hits; coupling enzyme system counterscreen, AmpLite Red fluorescence; activity change, negative = inhibition, % at 58.2 µM, hits read low; actives 0.67% (n = 290,000); in the data active = activity change below about -30%; also: % is scaled to controls: 0 for no effect and ±100 for the full control effect
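Counterscreen lacking aldolase: glyceraldehyde-3-phosphate coupling-enzyme reagent preincubated 10 min at RT with compound (at 57.5 uM final), then substrate/coupling system with AmpLite Red added; fluorescence read at 525/598 nm after 20 min RT.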
TCR act = activators of T cell receptors; primary human leukocytes, anti-CD3, IL-2 HTRF, 48 h; Potency, µM (doses to about 9.22 µM), without a hit: at the top dose activation of IL-2 secretion, hits mostly activators; 330,000 tested, under 10 active; also: % of control where 0% means no effect
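Compounds are tested in HTS on primary human leukocytes co-incubated with a-CD3 beads for 48 hr. IL-2 output is measured by time-resolved FRET.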
A-T KAP1 phos = potential ataxia-telangiectasia treatments restoring KAP-1 phosphorylation | […] A-T fibroblasts, KAP-1 phosphorylation AlphaLISA; neocarzinostatin DNA damage 30 min before lysis | Potency, µM (doses to about 57.5 µM), without a hit: top-dose activation, hits mostly activators | actives 0.19% (n = 320,000); also: potency is read from the fitted curve at half-maximal effect; % of control where 0% means no effect; nearly all actives have a fitted effect of over 45% in size
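hTERT-immortalized A-T patient fibroblasts ([…]), 500 cells/well in OPTI-MEM, 1% FBS, got compounds for 60 min, then NCS for 30 min at 37C. Lysates were then assayed for phospho-KAP-1 by AlphaLISA (anti-pKAP1 donor, anti-KAP1 acceptor beads), 6 hr at 25C.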
Tb PFK inh = T. brucei PFK enzyme inhibition. actives 0.17% (n = 330,000). O15648. Potency, µM (top dose mostly 57.5 µM), for the others: at the highest dose activity, negative = inhibition, most hits filed as inhibitors. T. brucei PFK, ADP-Glo luminescence;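 also: potency is read from the fitted curve at half-maximal effect; 0% = uninhibited 1x PFK enzyme wells and -100% = no-enzyme wells; nearly all actives have a fitted effect of over 60% in size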
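PFK 1.25 nM, F6P 0.5 mM, ATP 0.1 mM, 0.1 M TEA pH 8.0, 5 mM MgCl2, 0.01% Tween20, 0.1% BSA; 45 min RT. ADP-Glo readout. qHTS titration up to 57 uM; curves fitted, compounds curve-classed.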
GALK inh = inhibitors of human galactokinase | P51570 | actives 0.007% (n = 270,000) | AID 1868 | Purified GALK, Kinase-Glo residual ATP luminescence | Potency, µM (series often up to 57.5 µM), for inactives: top-dose activity change, negative = inhibition, hits mostly inhibitors; also: potency is read from the fitted curve at half-maximal effect; % is scaled to controls: 0 for no effect and ±100 for the full control effect
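Galactose (100 uM) and ATP (35 uM) were turned over by 5 nM GALK for 1 h at RT. Kinase-Glo Plus then converted the remaining ATP into a luminescent signal.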
BCR signal inh = chronic active BCR signaling inhibition; AID 493014; actives 0.05% (n = 340,000); Potency, µM (doses to about 46.1 µM), inactives show top-dose ratio change, negative = lower green/red ratio, usual class: inhibitors; ABC-DLBCL IkBa-CBG/CBR reporter, luminescence ratio, 4 h; active = well fitted inhibition curve with a large enough effect in the signal ratio, with a control signal flat, not every such curve was filed as active; inconclusive = small, poorly fitted or top-dose-only effect, or effect the other way, or a change in a side signal; the % refers to the signal ratio;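 also: potency is read from the fitted curve at half-maximal effect; plate controls were basal doxycycline-induced cells for no effect and cells given 10 µM MG132 for full effect; MG132 reads +100%, hits lower the ratio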
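Compounds up to 46 uM were incubated four hours with TMD8 cells whose green CBG68 luciferase is fused to IkappaBalpha; red CBR luminescence normalised the signal, and concentration-effect curves were fitted to fusion, red and ratio data.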
TSHR antag = antagonists of human thyroid stimulating hormone receptor | TSHR-expressing cells, TSH-stimulated cAMP HTRF, 2 h; stronger effect = lower value | AID 504810 | activity change, negative = inhibition, % at 11.5 µM | P16473 | actives 0.2% (n = 330,000);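 active = activity change below a set negative limit, meaning inhibition stronger than a set level, cut at about -70% in these data; inconclusive = activity change between two set negative limits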; also: % is scaled to controls: 0 for no effect and ±100 for the full control effect
Target sequence (P16473 whole entry, looked up): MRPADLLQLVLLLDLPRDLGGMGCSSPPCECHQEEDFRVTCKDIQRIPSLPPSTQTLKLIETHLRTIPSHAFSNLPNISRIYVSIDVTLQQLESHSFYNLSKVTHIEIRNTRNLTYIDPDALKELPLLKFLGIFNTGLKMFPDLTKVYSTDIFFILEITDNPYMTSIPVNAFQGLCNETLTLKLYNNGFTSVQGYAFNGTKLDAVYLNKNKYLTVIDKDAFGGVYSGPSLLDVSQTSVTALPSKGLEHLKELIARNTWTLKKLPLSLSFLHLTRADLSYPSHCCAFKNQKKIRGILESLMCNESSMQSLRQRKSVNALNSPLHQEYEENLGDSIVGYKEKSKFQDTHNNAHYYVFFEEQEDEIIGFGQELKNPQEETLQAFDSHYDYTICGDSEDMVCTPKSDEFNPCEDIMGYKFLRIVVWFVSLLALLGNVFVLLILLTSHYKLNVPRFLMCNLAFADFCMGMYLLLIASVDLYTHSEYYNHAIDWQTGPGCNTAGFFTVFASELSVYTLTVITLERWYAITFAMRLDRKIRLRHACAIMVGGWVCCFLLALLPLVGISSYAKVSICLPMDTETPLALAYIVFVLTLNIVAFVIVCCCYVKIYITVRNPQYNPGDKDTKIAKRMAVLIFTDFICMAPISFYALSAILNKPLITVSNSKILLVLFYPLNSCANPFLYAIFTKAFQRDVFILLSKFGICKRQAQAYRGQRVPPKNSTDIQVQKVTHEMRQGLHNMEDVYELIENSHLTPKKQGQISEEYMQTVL
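Inhibition of cAMP made by TSHR-expressing cells under TSH stimulation (4nM final, EC80; 2 h, 37 deg C) is quantified with a one-step lysis HTRF kit, anti-cAMP cryptate versus cAMP-d2.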
KCNH2 WT inh = blocks the wildtype human KCNH2 potassium channel | Q12809 | AID 720551 | U2OS, BacMam KCNH2, thallium flux FluxOr; stronger effect = lower value | activity change, % at 1.84 µM | actives 0.37% (n = 340,000);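 active = maximum activity change below -70%; inconclusive = maximum activity change between -70% and -50%; inactive = maximum activity change above -50%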; also: % is scaled to controls: 0 for no effect and ±100 for the full control effect
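U2OS cells transduced with wild-type KCNH2 virus are loaded with FluxOr dye for 45 min, and thallium flux is measured in kinetic reads before and after stimulation buffer. Rate constants are normalized to DMSO controls.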
Giardia kill = kills Giardia lamblia. AID 540267. Giardia lamblia trophozoite viability. activity change, % at 7.66 µM, hits read low. actives 0.15% (n = 340,000); in the data active = activity change below about -80%; inconclusive = between about -30% and that limit;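 also: parasites exposed to compound for two days anaerobically before the ATP read; % is scaled to controls: 0 for no effect and ±100 for the full control effect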
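Luminescent ATP signal served as the viability read-out, measured 15-30 min after adding ATP detection reagent to trophozoites that had been incubated with compounds for 48 hrs at 37 deg C anaerobically at 100 cells/well.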
MLL CXXC-DNA inh = inhibitors of human MLL CXXC domain-DNA interaction | Q03164 | MLL-CXXC / FITC-HOXA9 DNA fluorescence polarization | Potency, µM (top dose mostly 115 µM), without a hit: top-dose activity change, negative = inhibition, hits mostly inhibitors | actives 0.037% (n = 290,000); active = well fitted inhibition curve with a large enough effect in the polarisation, with a control signal flat, not every such curve was filed as active; inconclusive = small, poorly fitted or top-dose-only effect, or effect the other way, or a change in a side signal; inactive = no such curve, though single readings can be large or run the other way; the % refers to the polarisation; also: potency is read from the fitted curve at half-maximal effect
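Purified MLL-CXXC (added from a 7 uM solution) was preincubated 5 min at ambient with pinned compounds in 50 mM Tris-HCl pH 7.5, 50 mM NaCl, 1 mM DTT, 0.05% BSA. Fluorescein-labeled HOX-A9 DNA (50 nM solution) followed, 30 min, then polarization read.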
* marks the source's active call; other numbers are inactive results; u = inconclusive; x = no result given; [ ] = another dose, or the depositor's remark. Unless noted, calls follow the shape of the dose curve; as a rule, active = well fitted curve in the direction sought with a large enough effect; inconclusive = small, poorly fitted or top-dose-only effect, or another doubt; inactive = no such curve, though single readings can be large; an effect the other way counts as inactive or inconclusive.

SMILES	FBPA coupling cs	TCR act	A-T KAP1 phos	Tb PFK inh	GALK inh	BCR signal inh	TSHR antag	KCNH2 WT inh	Giardia kill	MLL CXXC-DNA inh
CCCc1cc(=O)oc2cc(OCC(=O)N3CCN(Cc4ccc5c(c4)OCO5)CC3)ccc12	x	3.2%	14.8%	3.9%	-6.2%	-2.8%	-8.6	5.9	22.9	0.2%
COC(=O)c1ccc(N=C(c2ccccc2)c2c(O)n(C)c(=O)n(C)c2=O)cc1	-0.7	-1.2%	-10.5%	-2.8%	3.4%	3.9%	-1.2	4.3	34.5[activator]	-7.3%
CCN(CC)C(=O)c1ccc(NC(=O)c2cccc(C(F)(F)F)c2)cc1	-0.3	2.9%	1.0%	-0.4%	-2.4%	-7.3%	2.0	-11.4	-20.0	11.9%
Cc1nn(Cc2ccccc2Cl)c(Cl)c1C(=O)O	11.7	-7.7%	-1.1%	3.5%	-4.8%	7.3%	0.6	-2.8	10.1	10.2%
CCC(=NCC1CCCO1)c1c(O)n(Cc2ccccc2)c(=O)[nH]c1=O (configuration not stated)	-1.3	9.2%	3.4%	-1.8%	4.3%	-0.4%	15.7	-3.9	-2.8	2.3%
COc1cccc(Nc2nnc(SCC(=O)N3CCOCC3)s2)c1	-2.4	14.5%	-8.2%	2.4%	5.8%	u	20.0	-0.6	-1.3	-6.0%
CN(C)CCCN=Cc1c(O)n(CCc2ccc(F)cc2)c(=O)[nH]c1=O	4.5	4.6%	-2.7%	3.6%	0.2%	-2.3%	14.0	15.0	-0.5	12.8%
CC(=O)c1ccc(NC(=O)COc2ccc3c(c2)OCO3)cc1	0.1	4.6%	0.9%	-3.1%	5.7%	u	-5.4	3.7	-6.2	7.4%
CCCCn1c(O)c(C=NCCN2CCCCC2)c(=O)[nH]c1=O	0.3	7.0%	-4.0%	0.6%	-0.1%	11.5%	-1.2	-0.3	-15.7	0.1%
Cc1cccc(OCC(=O)N2CCN(Cc3ccc([N+](=O)[O-])cc3)CC2)c1	-3.0	-0.9%	0.8%	-0.6%	-1.9%	-18.0%	-10.4	5.4	14.4	-15.0%
O=S(=O)(Cc1cc(N2CCOCC2)nc(-c2ccccn2)n1)c1ccccc1	-2.3	3.8%	-6.5%	-1.0%	10.9%	u	14.5	x	-23.7	21.7%
CCN1C(=O)C(=Cc2ccc(C)s2)C(=O)N(CC)C1=S	4.5	3.2%	15.3%	u	x	5.3%	-5.2	-3.8	27.4	6.4%
CN1C(=O)C(=Cc2sc(=O)n(-c3ccccc3)c2N(C)C)C(=O)N(C)C1=O	0.6	2.6%	-19.2%	8.5%	4.0%	u	8.0	-2.4	4.5	18.6%
O=C1NC(=O)C(CCc2ccncc2)(CCc2ccccn2)C(=O)N1c1ccc(Br)cc1 (configuration not stated)	0.1	-6.3%	7.3%	0.4%	3.4%	4.5%	2.7	1.9	10.1	-1.4%
S=C(NC1CCCCC1)N1CCC(c2cnc[nH]2)CC1	2.1	14.1%	x	x	x	x	-7.8	2.2	-15.3	-2.0%
COC(=O)C(O)(c1ccc(NC(=S)NC(=O)c2ccc(Cl)cc2Cl)cc1)C(F)(F)F (configuration not stated)	-4.7	-6.1%[46.1 µM]	5.2%	0.3%	0.4%	u	-5.3	3.1	-0.3	5.5%
O=C1NC(=O)C(CCc2ccncc2)(CCc2ccncc2)C(=O)N1C1CCCCC1	-2.8	0.1%	-0.7%	-11.5%	-0.6%	u	17.6	12.7	9.5	5.0%

Pulled one by one from the list above:
SMILES	FBPA coupling cs	TCR act	A-T KAP1 phos	Tb PFK inh	GALK inh	BCR signal inh	TSHR antag	KCNH2 WT inh	Giardia kill	MLL CXXC-DNA inh
Cc1cccc(OCC(=O)N2CCN(Cc3ccc([N+](=O)[O-])cc3)CC2)c1	-3.0	-0.9%	0.8%	-0.6%	-1.9%	-18.0%	-10.4	5.4	14.4	-15.0%
COC(=O)C(O)(c1ccc(NC(=S)NC(=O)c2ccc(Cl)cc2Cl)cc1)C(F)(F)F (configuration not stated)	-4.7	-6.1%[46.1 µM]	5.2%	0.3%	0.4%	u	-5.3	3.1	-0.3	5.5%
COc1cccc(Nc2nnc(SCC(=O)N3CCOCC3)s2)c1	-2.4	14.5%	-8.2%	2.4%	5.8%	u	20.0	-0.6	-1.3	-6.0%

Arranged by heavy-atom count (highest first): part of the list above.
SMILES	FBPA coupling cs	TCR act	A-T KAP1 phos	Tb PFK inh	GALK inh	BCR signal inh	TSHR antag	KCNH2 WT inh	Giardia kill	MLL CXXC-DNA inh
O=C1NC(=O)C(CCc2ccncc2)(CCc2ccccn2)C(=O)N1c1ccc(Br)cc1 (configuration not stated)	0.1	-6.3%	7.3%	0.4%	3.4%	4.5%	2.7	1.9	10.1	-1.4%
S=C(NC1CCCCC1)N1CCC(c2cnc[nH]2)CC1	2.1	14.1%	x	x	x	x	-7.8	2.2	-15.3	-2.0%
Cc1nn(Cc2ccccc2Cl)c(Cl)c1C(=O)O	11.7	-7.7%	-1.1%	3.5%	-4.8%	7.3%	0.6	-2.8	10.1	10.2%

High-throughput results from PubChem BioAssay.

These rows are one share of the data (hit frequency here may not be typical).
